Source: PubChem BioAssay
FBPA Giardia inh = blocks Giardia fructose-bisphosphate aldolase activity; 290,000 compounds, 0.71% hits; A8B2U2; Potency, µM (series often up to 59.6 µM), inactives show at the top dose activity, negative = inhibition, most hits filed as inhibitors; purified Giardia FBPA; further: potency means the concentration at half of the fitted maximal effect; nearly all actives have a fitted effect of over 55% in size
Target sequence (A8B2U2 whole entry, looked up): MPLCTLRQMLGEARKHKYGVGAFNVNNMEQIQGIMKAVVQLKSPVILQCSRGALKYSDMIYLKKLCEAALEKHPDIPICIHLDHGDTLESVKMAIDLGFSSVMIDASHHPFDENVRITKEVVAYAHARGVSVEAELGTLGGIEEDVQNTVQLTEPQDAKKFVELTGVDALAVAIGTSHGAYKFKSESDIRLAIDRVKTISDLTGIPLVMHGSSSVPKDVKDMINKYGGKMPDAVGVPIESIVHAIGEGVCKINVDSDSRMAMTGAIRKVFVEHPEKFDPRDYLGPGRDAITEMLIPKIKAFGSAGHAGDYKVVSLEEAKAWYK
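40 nM FBPA preincubated 10 min at RT with compound (up to 57.5 uM final), then substrate plus GAPDH/TPI/NAD/arsenate coupling and diaphorase/resazurin added. Fluorescence read after 20 min at RT, 525/598 nm.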
HCMV inh = inhibitors of human cytomegalovirus; 410,000 compounds, 4.5% hits; HFF cells, HCMV-luciferase reporter, 72 h; active compounds read low; activity change, negative = inhibition, % at 57.5 µM; in the data active means activity change below about -60%; inconclusive means no clear call, values can overlap the other calls; inactive means above about -39%
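Human foreskin fibroblasts infected with luciferase-reporter HCMV at MOI 1 PFU/cell, compounds at two doses. Luciferase measured 72 h post infection; normalized to buffer-only basal and Salinomycin (10uM) controls.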
AMA1 RON2 block = disrupts binding of P. falciparum AMA1 to RON2. AlphaScreen AMA1-biotinylated RON2 peptide binding. Potency, µM (highest dose often 58.2 µM), without a hit: at the highest dose activity change, negative = inhibition, actives largely listed as inhibitors. 360,000 compounds, 0.2% hits;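 further: potency means the concentration at half of the fitted maximal effect; 0% = vehicle wells and -100% = peptide control; nearly all actives have a fitted effect of over 45% in size; some results filed as inactive show a strong effect at the top dose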
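AMA1 (3D7) with his tag at 25 nM final met compounds first, then biotinylated RON2 peptide at 25 nM; detection used donor plus acceptor beads, 10 µg/mL apiece, read by AlphaScreen after 30 min at room temperature.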
AmpC detergent = inhibitors of E. coli AmpC beta-lactamase with detergent. P00811. AmpC hydrolysis of nitrocefin, absorbance 480 nm, 0.01% Triton. Potency, µM (top dose mostly 114 µM), for the others: at the top dose activity change, negative = inhibition, usual class: inhibitors. 370,000 compounds, 0.041% hits;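 further: potency means the concentration at half of the fitted maximal effect; 0% = no-compound wells and -100% = no-enzyme wells; nearly all actives have a fitted effect of over 25% in size; some results filed as inactive show a strong effect at the top dose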
Target sequence (P00811 whole entry, looked up): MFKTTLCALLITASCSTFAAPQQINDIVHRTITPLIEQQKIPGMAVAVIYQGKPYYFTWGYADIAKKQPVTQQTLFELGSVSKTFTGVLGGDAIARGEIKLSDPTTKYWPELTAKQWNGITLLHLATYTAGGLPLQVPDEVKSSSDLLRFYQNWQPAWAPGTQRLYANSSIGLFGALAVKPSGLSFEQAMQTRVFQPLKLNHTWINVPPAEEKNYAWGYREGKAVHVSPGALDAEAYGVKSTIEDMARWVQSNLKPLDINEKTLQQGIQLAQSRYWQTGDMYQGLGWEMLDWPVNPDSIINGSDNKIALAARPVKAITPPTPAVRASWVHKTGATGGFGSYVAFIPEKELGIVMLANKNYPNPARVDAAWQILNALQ
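AmpC (5.3 nM in the dispensed reagent) in 20 mM phosphate pH 7.0 with 0.01% (detergent screen) or 0.0001% Triton X-100 was preincubated with compounds for 15 min at room temperature. Nitrocefin was then added from an 800 uM solution, and hydrolysis was followed at 480 nm.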
AmpC no deterg = inhibitors of E. coli AmpC beta-lactamase without detergent; 330,000 compounds, 0.52% hits; P00811; AmpC nitrocefin hydrolysis, absorbance 480 nm, 0.0001% Triton; Potency, µM (doses to about 57.1 µM), without a hit: at the highest dose activity change, negative = inhibition, most hits filed as inhibitors; AID 485341;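 further: potency means the concentration at half of the fitted maximal effect; plate controls were no compound for no effect and no enzyme for full effect; nearly all actives have a fitted effect of over 20% in size; some results filed as inactive show a strong effect at the top dose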
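AmpC (5.3 nM in the dispensed reagent) in 20 mM phosphate pH 7.0 with 0.01% (detergent screen) or 0.0001% Triton X-100 was preincubated with compounds for 15 min at room temperature. Nitrocefin was then added from an 800 uM solution, and hydrolysis was followed at 480 nm.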
Sm TGR inh = blocks Schistosoma mansoni thioredoxin glutathione reductase | Q962Y6 | purified TGR, DTNB reduction, TNB absorbance 405 nm | Potency, µM (highest dose often 114 µM), for inactives: top-dose activity change, negative = inhibition, most hits filed as inhibitors | 360,000 compounds, 3% hits | AID 485364; further: potency means the concentration at half of the fitted maximal effect; nearly all actives have a fitted effect of over 60% in size
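Kinetic colorimetric format: TGR-catalysed, NADPH-driven DTNB reduction monitored via TNB absorbance. Enzyme dispensed at 20 nM; compound exposure 15 min at room temperature before reaction start.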
* marks the source's active call; other numbers are inactive results; ? = inconclusive; nt = not tested or not shown; & = joins results of further samples; [ ] = remark or other dose. Unless noted, the call rests on the fitted dose curve; in most records, active means well fitted curve in the direction sought with a large enough effect; inconclusive means small, poorly fitted or top-dose-only effect, or another doubt; inactive means no such curve, though single readings can be large; an effect the other way counts as inactive or inconclusive. Unless noted, on the % scale 0 is the no-effect control and ±100 the full control effect.

SMILES | FBPA Giardia inh | HCMV inh | AMA1 RON2 block | AmpC detergent | AmpC no deterg | Sm TGR inh
CSCc1cc(N2CCOCC2)nc(SCc2ccc(Cl)c(Cl)c2)n1 | 0% | 23 | -19% | ? | -7% | 6%
Oc1c(C(c2ccccn2)N2CCOCC2)ccc2cccnc12 (stereo unspecified) | -9% | nt | -93% | 1% | 10% | 0.79µM*
Cc1ccc(S(=O)(=O)NCC(=O)NCC(=O)OCC(=O)N2CC(=O)Nc3ccccc32)cc1C | 3% | -21 | 15% | -4% | -8% | 0%
O=C(CN1C(=O)NC2(CCOc3ccccc32)C1=O)N1CCCCC1 (stereo unspecified) | nt | 0 | 26%[11.6 µM] | nt | -31% | nt
O=C(CCCC(=O)N1CCc2ccccc21)N1CCc2ccccc21 | 9% | 41 | 34%[activator] | -6% | -5% | -3%
O=C1[C@@H](c2ccccc2)[C@@H](c2ccccc2)N1c1cccnc1 | nt | ? | 11% | nt | -31% | nt
CCOC(=O)c1c(N)nn(C(C)=O)c1-c1ccccc1 | 2% | 2 | 12% | 6% | -3% | 1%
CC(C)c1ccc(NC(=S)NN2CCOCC2)cc1 | -9% | 97 | 27% | -7% | -11% | -32%
CC(=O)C12CCCCC1CC1C3CC(C)C4(O)CC(=O)CCC4(C)C3CCC12C (stereo unspecified) | 6% | 6 | -1% | -9% | -27% | 2%
COc1cc2c(cc1OC)CN(C(=O)c1ccc(N3CCCC3)c([N+](=O)[O-])c1)CC2 | nt | -30 | ? | -9% | 180%[activator] | 3%
Cc1cc2nc(CCN(C(=S)NCC3CCCO3)C3CCCC3)[nH]c2cc1C (stereo unspecified) | -21% | -63* | -1% | -7% | 75%[activator] | 0%
CC(=O)NC1C(=O)N(CCc2ccccc2)c2ccc(Br)cc21 (stereo unspecified) | -1% | -30 | 0% | -2% | 85%[activator] | 14%
Cc1ccccc1CC1(CO)CCCN(Cc2cn[nH]c2-c2ccccc2)C1 (stereo unspecified) | -8% | -6 | 5% | -3% | -5% | 15%
CCOC(=O)N1CCN(CC(O)COc2c(OC)cccc2OC)CC1 (stereo unspecified) | -13% | -20 | -6% | -10% | 7% | -4%
CCOC(=O)C1CCN(Cc2cnc(NC(=O)OC)s2)CC1 | 9% | -27 | -3% | -2% | -19% | 4%
COc1cccc(CN2CCc3nc(Nc4ccc5c(c4)OCCO5)ncc3C2)c1OC | nt | -17 | nt | -3% | nt | 3%
Cc1cc(C)cc(OCC(=O)NCc2nc(-c3ccccc3)no2)c1 | -1% | -5 | 9% | 6% | 33% | 6%
CCOC(=O)c1nn(-c2ccccc2)c(=O)cc1SC1CCCCC1 | 0% | -7 | 3% | -2% | -7% | nt
CC1CCCCC1NC(=O)CN1C(=O)c2cccc(N)c2C1=O (stereo unspecified) | 6% | 127 | 5% | -5% | -5% | -9%
CCOC(=O)COc1ccc2c(=O)c(-c3ccc(OC)c(OC)c3)c(C(=O)OCC)oc2c1 | 2% | -18 | 0% | 3% | 108%[activator] | -6%
CC1CN(C(=O)N2CCC(C(=O)NCCC3=CCCCC3)CC2)c2cc(Cl)ccc2O1 (stereo unspecified) | nt | 5 | nt | 4% | nt | -10%
CCOC(=O)c1cccc(NC(=O)Cn2ncc3c4ccccc4n(Cc4ccccc4)c3c2=O)c1 | nt | -7 | nt | 19% | nt | -4%
COc1ccccc1CCNC(=O)C(=O)NCC1OCCN1S(=O)(=O)c1ccc(C)cc1 (stereo unspecified) | -4% | -27 | 2% | -2% | 20% | 5%
COc1ccc(Br)cc1CNC(=O)Cc1cccs1 | 18% | 27 | 16% | 1% | -7% | ?
Cc1ccc(C(C(=O)NC2CCCC2)N(Cc2ccc3c(c2)OCO3)C(=O)Cc2cccs2)cc1 (stereo unspecified) | -1% | 8 | -7% | -15% | -24% | -10%
COc1cc(C#CC#CCN2CCCCC2)ccc1O | -7% | -6 | ? | -2% | -16% | ?
CC(=O)c1c(C(C)=O)c(C)n(-c2cccc([N+](=O)[O-])c2)c1C | 6% | -15 | -2% | 1% | -24% | -2%
CCNC(=O)CN1C(=O)NC(Cc2ccccc2)(Cc2ccccc2)C1=O | 4% | 53 | 2% | -10% | -15% | -4%
O=C1CC[C@@H](O)CCN1CC[C@H](Sc1ccccc1)c1ccccc1 | 7% | 17 | 6% | -13% | 132%[activator] | -6%
CC(C)(C)C(=O)NC(=S)NNC(=O)C(c1ccccc1)c1ccccc1 | 15% | nt | 102%[activator] | 1% | -34% | nt
CC1(C(=O)NC2CCCCC2)Cc2ccccc2C(=O)N1Cc1ccccc1Cl (stereo unspecified) | nt | -16 | nt | -5% | nt | -7%
O=C(c1ccc(Cl)c(S(=O)(=O)N2CCCC2)c1)N1CCN(c2ccc(F)cc2)CC1 | -12% | -87* | -7% | -2% | 59% | 7%
Cc1sc2ncnc(N3CCN(Cc4ccccc4)CC3)c2c1-c1ccc(F)cc1 | 3% | -10 | -2% | 5% | -14% | 3%
CCCCn1c(CCNC(=O)c2ccc(F)cc2)nc2ccccc21 | nt | -13 | nt | -1% | nt | 3%
Cc1ccc(CC(NC(=O)c2ccc(C)cc2)C(=O)O)cc1 (stereo unspecified) | nt | 13 | 6% | nt | -17% | nt
Cc1cccc(CNC(=O)C2CCC(=O)N(C3CC3)C2)c1 (stereo unspecified) | nt | 25 | -5% | 2% | -13% | -2%
COc1cccc(C(=O)NN2C(=O)C3C4C=CC(O4)C3C2=O)c1 (stereo unspecified) | 2% | 14 | 4% | -3% | -10% | 20µM*
COc1ccc(S(=O)(=O)Cc2ccc(C(=O)N3CCCC3)o2)cc1 | -8% | -7 | -4% | -6% | 5% | 45µM*
CN(Cc1nc(-c2cnccn2)no1)CC(O)c1ccccc1 (stereo unspecified) | 3% | 9 | -1% | 8% | -3% | 10%
C/C(=N\NC(=O)c1ccc(C)cc1)c1c(C)[nH]n(-c2ccccc2)c1=O | 13% | -92* | 56%[activator] | 0% | -35% | 0%
O=C(NC1CC1)c1ccc(CSCc2cccc(F)c2)o1 | -8% | 50 | -1% | -13% | -15% | 35µM*
COc1ccc(S(=O)(=O)Nc2ccccc2C(=O)Nc2nc(-c3ccc(F)cc3)cs2)cc1OC | 0% | -76* | -1% | ? | -25% | -1%
O=C(NCc1ccccn1)Nc1ccccc1Cl | 0% | 55 | 27% | 1% | 1% | -16%
CCc1ccc(C(=O)CC2(O)C(=O)N(CN3CCOCC3)c3ccccc32)cc1 (stereo unspecified) | 7%[12.9 µM] | 3 | 4% | -7% | -6% | 2%
CC(C)n1nnnc1SCC(=O)Nc1ccc2c(c1)OCO2 | 1% | 0 | 25% | -5% | -13% | -11%

The last 5 entries of the section above open the next one:
SMILES | FBPA Giardia inh | HCMV inh | AMA1 RON2 block | AmpC detergent | AmpC no deterg | Sm TGR inh
O=C(NC1CC1)c1ccc(CSCc2cccc(F)c2)o1 | -8% | 50 | -1% | -13% | -15% | 35µM*
COc1ccc(S(=O)(=O)Nc2ccccc2C(=O)Nc2nc(-c3ccc(F)cc3)cs2)cc1OC | 0% | -76* | -1% | ? | -25% | -1%
O=C(NCc1ccccn1)Nc1ccccc1Cl | 0% | 55 | 27% | 1% | 1% | -16%
CCc1ccc(C(=O)CC2(O)C(=O)N(CN3CCOCC3)c3ccccc32)cc1 (stereo unspecified) | 7%[12.9 µM] | 3 | 4% | -7% | -6% | 2%
CC(C)n1nnnc1SCC(=O)Nc1ccc2c(c1)OCO2 | 1% | 0 | 25% | -5% | -13% | -11%
COc1ccc(NC(=O)c2oc3ccccc3c2CSC)cc1S(=O)(=O)N1CCOCC1 | nt | 19 | 5% | nt | -17% | nt
CCOP(=O)(OCC)c1cccc(P(=O)(c2ccccc2)c2ccccc2)c1O | -12% | 2 | -1% | -14% | 0% | 0%
CCOC(=O)C1(C)NC(c2ccc(OC)cc2OC)C2C(=O)N(CC)C(=O)C21 (stereo unspecified) | 0% | -1 | 0% | -1% | -33% | 44%[activator]
O=[N+]([O-])c1cc([N+](=O)[O-])c(Oc2c(F)cccc2F)cc1NN1CCCCC1 | 11% | -29 | -10% | ? | -18% | 8%
CC(C)c1ccc2nc(NC(=O)C3CC3)sc2c1 | -7% | ? | -2% | -18% | -17% | -8%
CCOC(=O)CNC(=O)CSc1nc2c(C)cccc2cc1CC | 2% | ? | 4% | 4% | 56% | nt
CC(C)C(=O)N1c2nc(C(C)C)nn2C2(CCCCC2)[C@@H]2CCCC[C@@H]21 | nt | 6 | nt | 16% | nt | -2%
COc1ccc(Nc2ncnc3ccc(Br)cc23)cc1OC | -3% | nt | -12% | 6% | 2% | -3%
O=C(C1CCCN(c2nnc(-n3cccc3)s2)C1)N1CCN(c2ccccc2)CC1 (stereo unspecified) | -6% | -40 | 9% | 6% | 134%[activator] | -24%
CC(C)c1ccc(NC(=O)CC2Oc3ccccc3NC2=O)cc1 (stereo unspecified) | 0% | 15&-23 | -3% | ? | -24% | 6%&0%
COc1cc2nc(C3CCC3)n(N)c(=O)c2cc1OC | -2% | -19 | 35%[activator] | -13% | -3% | -19%
CCOc1ccc(C(=O)COC(=O)c2cc(=O)[nH]c3ccccc23)cc1 | nt | 20 | -17% | -2% | -23% | -1%
CCn1c(CNC(=O)c2ccc(OC)cc2)nnc1SCC(=O)Nc1ccccc1 | nt | 25 | nt | -11% | nt | -2%
CCOC(=O)c1cnc2c(OC)cccc2c1N1CCN(c2ccccc2OC)CC1 | -12% | 46 | ? | 3% | 170%[activator] | 0%
CCOC(=O)c1c(NC(=O)c2c(Br)cnn2C)c(C#N)nn1-c1ccccc1 | 0% | 3 | 3% | -6% | 43% | 1%
COc1cc(O)oc1C=Nc1ccc(C(F)(F)F)cc1 | -8% | 54 | 8% | -4% | -6% | -23%
Cc1ccccc1CN1CCN(CC2CC2)CC1CCO (stereo unspecified) | 22% | -36 | -11% | ? | -38% | -18%
Cc1cc(S(=O)(=O)N2CCN=C2c2ccccc2)c(C)cc1Cl | -1% | -10 | -8%[2.32 µM] | 6% | 45% | 4%
CC1CC(=O)NN1C(=O)c1ccccc1 (stereo unspecified) | ? | -11 | 0% | 4% | -18% | 17%
CCCN(CCC)CCCNC(=S)Nc1ccc2nc3n(c(=O)c2c1)CCCCC3 | 2% | -36 | 14% | -5% | -21% | -15%
CCOC(=O)C(Cc1ccc(NC(=O)/C(=C/c2ccccc2)NC(=O)c2ccccc2)cc1)N1C(=O)c2ccccc2C1=O (stereo unspecified) | 2% | -3 | 10% | 1% | -1% | 1%
O=C(NC1CCCC1)C(c1ccccn1)N(Cc1ccccc1F)C(=O)c1csnn1 (stereo unspecified) | 0% | 15 | -7% | -3% | -3% | -3%
CC1CCCN(C(=O)CCc2nnc(-c3ccc4c(c3)OCO4)o2)C1 (stereo unspecified) | nt | -26 | 16% | 3% | -3% | 1%
